Source: PubChem
HCV NS3 hel inh: inhibitors of HCV NS3 helicase, primary screen, biochemical, Cy5 molecular beacon fluorescence; NS3 helicase DNA unwinding; inhibition, % at 10.9 µM; 0.56% of 290,000 active;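 active = inhibition above the mean of all tested compounds plus 3 SD, set per campaign, cut at about 35% in these data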;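 also: 0% = DMSO wells and 100% = thioflavine S control wells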
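System: Hepatitis C virus NS3 helicase domain fragment enzyme | Reagent: Annealed dual-labelled DNA beacon duplex, ATP-started | Compound dosing: 10.9 µM single point, 0.8% DMSO | Incubation: 1 h reaction at 25 °C, ATP-initiated | Technique: Cy5 fluorescence | Evaluation: Percent inhibition from t60/t0 fluorescence ratio | Benchmarks: Low DMSO, high thioflavine S at 110 µM | Replication: Singlicate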
UBC9 SUMO inh: inhibitors of in vitro SUMOylation cascade, primary screen, biochemical, HTRF, uHTS; inhibition, % at 35 µM; SUMO-conjugating enzyme UBC9 (Homo sapiens), P63279; HTRF SUMOylation assay, SAE1/SAE2 + UBC9; 0.36% of 290,000 active; in the data active = inhibition above about 50%, passing the limit was not always enough; also: strong numbers were not always called active
Target sequence (P63279 whole entry, looked up): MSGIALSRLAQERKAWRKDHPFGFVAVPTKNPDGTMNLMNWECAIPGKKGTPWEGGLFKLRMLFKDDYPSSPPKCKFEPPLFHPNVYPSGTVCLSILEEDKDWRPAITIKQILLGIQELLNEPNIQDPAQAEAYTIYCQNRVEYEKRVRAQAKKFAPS
MEKK3 PB1 HTS: modulators of MEKK3-MEK5 PB1 binding, primary screen, biochemical, wildtype MEKK3, multiplex bead flow cytometry, Alexa488-MEK5; bead-based flow cytometry, Alexa488-MEK5 binding to MEKK3; actives lie on both sides; 0 = blocked by unlabeled MEK5, 100 = vehicle; binding response (% of control), % at 10 µM; 1.4% of 290,000 active;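 active = binding response more than 3 SD above or below the average of its plate-row segment, actives on both sides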;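 also: Alexa488 bead fluorescence after subtracting the streptavidin-only scavenger bead signal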
Target sequence (Q99759 whole entry, looked up): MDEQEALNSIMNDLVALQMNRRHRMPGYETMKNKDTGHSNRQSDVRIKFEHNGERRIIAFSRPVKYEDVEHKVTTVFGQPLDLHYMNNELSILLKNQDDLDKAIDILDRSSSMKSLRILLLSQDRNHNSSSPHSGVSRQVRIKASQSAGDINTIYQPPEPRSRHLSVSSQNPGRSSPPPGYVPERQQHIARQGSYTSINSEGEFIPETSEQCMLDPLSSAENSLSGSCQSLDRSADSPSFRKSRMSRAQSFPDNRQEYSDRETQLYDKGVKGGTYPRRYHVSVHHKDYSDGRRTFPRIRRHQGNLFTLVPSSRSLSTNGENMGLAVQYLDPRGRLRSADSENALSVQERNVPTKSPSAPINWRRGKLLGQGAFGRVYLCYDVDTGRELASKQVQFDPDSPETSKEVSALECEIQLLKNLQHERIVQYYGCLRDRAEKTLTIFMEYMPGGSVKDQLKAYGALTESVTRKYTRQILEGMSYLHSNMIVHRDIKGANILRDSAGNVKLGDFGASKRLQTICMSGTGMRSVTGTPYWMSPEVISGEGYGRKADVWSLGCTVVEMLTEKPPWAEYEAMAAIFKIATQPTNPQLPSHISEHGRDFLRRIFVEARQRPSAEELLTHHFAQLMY
MEKK2mut PB1 HTS: MEK5 binding signal on mutant MEKK2 PB1, primary screen, biochemical, multiplex bead flow cytometry, Alexa488-MEK5; Alexa488-MEK5 binding to MEKK2 mutant; percent response, % at 10 µM; 0.35% of 290,000 active; in the data active = percent response above about 24%, passing the limit was not always enough; also: inactives centre near 1; some results filed as inactive read as strong as hits
DNA FID counter: compounds displacing fluorescent DNA intercalator, primary screen, artefact control for HCV NS3 helicase inhibitor project, biochemical, FID fluorescence; AID 1845, 2009; 0.17% of 290,000 active; DNA fluorescent intercalator displacement; inhibition, % at 7.9 µM; in the data active = inhibition above about 37%;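 also: 0% = vehicle and 100% = reference compound; higher means more ethidium bromide displaced from hairpin DNA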
CRFR2-BP ag: agonists of CRF-BP/CRF-R2 complex, primary screen, cell-based, HEK293, calcium dye fluorescence, uHTS. calcium dye fluorescence (FLIPR); percent of saturating CRF peptide response. 0.46% of 350,000 active. CRF-binding protein / CRF receptor 2 complex (human). AID 588473, 2011. activation, % at 13.2 µM;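 active = activation of at least 50%, plus an integration ratio under a set limit after plate pattern correction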;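 also: plate controls were neutral control wells without compound for no effect and CRF at EC100 for full effect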
CRFR2-BP antag: antagonists of CRF-BP/CRF-R2 complex, primary screen, cell-based, HEK293, calcium dye fluorescence, uHTS; 0.59% of 350,000 active; inhibition, % at 11.8 µM; CRF-induced calcium fluorescence; AID 588475, 2011;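 active = inhibition of the ligand-induced calcium signal above about 50% at the single tested concentration, limit read from the data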
GalR3 antagonist: GalR3 antagonists in HEK293 cells, primary screen, cell-based, fluorescence readout; Galanin receptor type 3 (Homo sapiens), O60755; HEK293 GalR3-CNG cAMP membrane potential fluorescence; galR3 body fused to GalR1 C-terminus; inhibition, % at 3 µM; 0.44% of 360,000 active; AID 651719, 2012;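 active = inhibition above the screen-wide average plus 3 SD, cut at about 13% in these data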;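 also: forskolin and galanin both at EC90 stimulate the cells; cAMP rise reported by CNG channel membrane potential dye signal; 0% = forskolin plus galanin with DMSO and 100% = forskolin alone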
Target sequence (O60755 1-299 limits assumed): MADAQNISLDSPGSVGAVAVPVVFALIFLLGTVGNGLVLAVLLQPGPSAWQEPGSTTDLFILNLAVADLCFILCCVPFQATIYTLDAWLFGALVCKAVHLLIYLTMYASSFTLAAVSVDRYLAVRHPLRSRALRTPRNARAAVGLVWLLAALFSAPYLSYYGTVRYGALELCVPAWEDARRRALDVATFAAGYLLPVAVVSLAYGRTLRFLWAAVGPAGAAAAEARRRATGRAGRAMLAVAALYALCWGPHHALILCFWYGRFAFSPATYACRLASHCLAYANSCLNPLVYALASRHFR
MEKK2 WT-MEK5: modulators of MEK5 binding to wildtype MEKK2, primary screen, biochemical, multiplex bead flow cytometry, Alexa488-MEK5 | Mitogen-activated protein kinase kinase kinase 2 (Homo sapiens), Q9Y2U5 | Alexa488-MEK5 binding to MEKK2 WT; actives lie on both sides | binding response (% of control), % at 10 µM | 1.1% of 290,000 active | AID 1531, 2009; in the data active = binding response below about 67% or above about 130%
Numbers without * were called inactive; · = no result given; [ ] = another dose, or the depositor's remark. An excerpt. The share of hits here may be higher or lower than overall.

SMILES	HCV NS3 hel inh	UBC9 SUMO inh	MEKK3 PB1 HTS	MEKK2mut PB1 HTS	DNA FID counter	CRFR2-BP ag	CRFR2-BP antag	GalR3 antagonist	MEKK2 WT-MEK5
COc1ccc(O)c(C2(O)C(=O)c3ccccc3C2=O)c1	-2	1	90	-13	-5	1.2	6	-2	88
CNC(=O)c1nnsc1S(=O)(=O)c1ccc(Cl)cc1	-13	23	111	-1	7	18	27	-2	104
COC(=O)Cn1nc(-c2ccccc2)n(-c2ccccc2)c1=S	8	11	·	·	-13	0.7	11	-7	·
CCn1c(SCC(=O)NCC2CCCO2)nc2cc(S(=O)(=O)N3CCCCC3)ccc21 (centres undefined)	1	5	113	2	-20	-1.4	3	-5	108
CC(=O)NC(=O)COC(=O)/C=C/c1c(C)nn(Cc2c(Cl)cccc2Cl)c1Cl	-1	3	99	-2	-31	0.5	-2	-3	99
Cc1cc(C)[n+](-c2ccc(Oc3ccccc3)c(S(=O)(=O)[O-])c2)[nH]1	3	11	105	11	-28	-0.5	4	-5	103
O=C(Nc1ccccc1)OCCNC(=O)c1cccc(Cl)c1	-7	-3	101	6	0	-1.3	7	1	99
CC1=NN(c2ccc(C)c(C)c2)C(=O)C1C(c1cccc(O)c1)C1C(=O)N(c2ccc(C)c(C)c2)N=C1C (centres undefined)	13	22	89	-5	-4	-2.1	6	-2	92
C[N+](C)(C)CCNC(=O)c1c(O)c2c([nH]c1=O)CCCC2	3	-10	78*[inhibitor]	-4	4	-0.6	34	-4	86
Cc1ccc(-c2noc(CCCC(=O)NC3CCCC3)n2)cc1	1	-1	104	-3	-28	0.4	10	-8	94
CC(C)(C)c1ccc(C(=O)NC(=S)Nn2cnnc2)cc1	15	-1	100	9	-2	0.8	-4	-9	96
COC(=O)C1=NN(C(=O)c2ccc(Cl)cc2)C(O)(c2ccccc2)C1 (centres undefined)	44*	-2	107	6	-32	72*	14	3	101
N#CC1=C(N)C2=C(N3CCCCC3)CCCC2C1(C#N)C#N (centres undefined)	11	36	101	2	-1	4.1	8	·	104
CCC(C)NC(=O)c1cccc(C)c1 (centres undefined)	0	-11	95	-4	-1	1.3	-9	-5	98
Cc1cc(NC(=O)C2CC(=O)N(c3cccc(Cl)c3)C2)no1 (centres undefined)	16	12	105	12	-15	-2.1	1	-6	106
CN1C(=O)CC(NNC(=O)c2ccccc2)C1=O (centres undefined)	-5	3	106	4	0	-0.1	-9	-2	108
Cc1ccccc1NC(=O)c1ccc(CSc2ncccn2)cc1	11	-22	95	0	-15	0.4	-3	-7	97
COc1cc(CCC(=O)NCc2ccc(Cl)cc2)cc(OC)c1OC	0	6	103	5	-14	1.6	11	-6	105
O=C(NCc1ccc2c(c1)OCO2)C1CCCCC1	-3	10	105	15	-6	-0.9	9	-8	104
O=C(c1ccc(S(=O)(=O)NCC2CCCO2)cc1)N1CCN(c2cccc(Cl)c2)CC1 (centres undefined)	-2	19	100	1	-38	-1.2	5	-8	98
Cc1nn(C)c(C)c1/C=N/NC(=O)CCn1cc([N+](=O)[O-])cn1	5	-7	102	3	-6	-0.4	-5	-1	100
CCOC(=O)C1CSC(CC(=O)Nc2ccc(Cl)c(Cl)c2)C(=O)N1 (centres undefined)	2	1	114	10	-12	0.5	-31	-1	129
O=C(NCc1cccc(C(F)(F)F)c1)c1cccc(S(=O)(=O)NCc2ccccc2)c1	-5	-34	105	-1	-15	-1.2	-15	1	108
O=C(COC(=O)c1cccs1)Nc1ccc(S(=O)(=O)N2CCOCC2)cc1	-7	-9	98	8	-5	0.7	17	-4	100
COc1cccc(OCC(=O)O/N=C(\N)c2ccncc2)c1	-2	12	98	1	-16	-0.1	-4	-9	98
c1ccc2c(CN3CCSCC3)cccc2c1	-12	18	106	11	-4	0.0	-16	-5	108
NC(=O)C1CCN(CC(=O)Nc2cccc(C(=O)Nc3cccc(C(F)(F)F)c3)c2)CC1	-42	-5	103	14	11	-0.2	-2	-2	107
COc1ccc(N2CCN(C3CCCN(C(=O)C4=C(C)OCCO4)C3)CC2)cc1 (centres undefined)	6	3	103	5	-21	0.2	-7	0	106
O=C(Nc1cccc2ccccc12)C1CCN(C(=O)Cc2ccccc2)CC1	7	5	102	16	-27	2.9	-1	-2	107
CCc1nnc(NC(=O)CCC(=O)N2CCN(Cc3ccc(OC)c(F)c3)CC2)s1	4	3	100	0	-24	-0.1	-4	-7	102
O=C(CN1CCCCC1)NCC1(c2ccccc2)CCCC1	-6	18	101	-6	6	0.4	-8	-6	105
O=C(Cc1cccs1)N1CCN(c2ccccn2)CC1	18	12	99	2	-12	-0.3	1	-4	98
Cc1cc(C)n2nc(-c3cnn(C)c3C(F)(F)F)c(Cl)c2n1	-2	-11	99	-4	-8	-0.2	14	1	97
CCOC(=O)CCNC(=O)N1CCCC(Cc2ccccc2)(C(=O)OCC)C1 (centres undefined)	-1	13	102	7	-30	-1.4	4	-1	104
CC(=O)c1cccc(NC(=O)C2CCN(C(=O)c3cccs3)CC2)c1	-5	-17	100	-1	-15	-0.8	-6	-3	101
CNS(=O)(=O)c1ccc(NC(=O)Nc2cccc(F)c2)cc1	-2	11	99	-2	5	-0.7	-14	-3	99
Cc1ccc(S(=O)(=O)NC(=O)COc2ccccc2C)cc1	13	-1	101	-3	-10	0.5	-7	3	103
COc1cccc2c1C(CO)N1C(C#N)C3CC(C(=O)O)C(C1C2)N3C (centres undefined)	4	7	110	12	-4	-0.5	1	0	110
Cc1cccc(-n2c(CNC(=O)c3ccc(S(=O)(=O)N4CCCCC4)cc3)n[nH]c2=S)c1	9	-5	98	2	-33	0.8	-6	-9	99
COC(=O)c1sccc1NC(=O)c1cnc2cc(C)nn2c1C	-5	17	98	1	-6	2.5	-3	-3	99

Rewritten with each value named: part of the list above.
> O=C(NCc1cccc(C(F)(F)F)c1)c1cccc(S(=O)(=O)NCc2ccccc2)c1
  HCV NS3 hel inh: -5
  UBC9 SUMO inh: -34
  MEKK3 PB1 HTS: 105
  MEKK2mut PB1 HTS: -1
  DNA FID counter: -15
  CRFR2-BP ag: -1.2
  CRFR2-BP antag: -15
  GalR3 antagonist: 1
  MEKK2 WT-MEK5: 108
> CCn1c(SCC(=O)NCC2CCCO2)nc2cc(S(=O)(=O)N3CCCCC3)ccc21 (centres undefined)
  HCV NS3 hel inh: 1
  UBC9 SUMO inh: 5
  MEKK3 PB1 HTS: 113
  MEKK2mut PB1 HTS: 2
  DNA FID counter: -20
  CRFR2-BP ag: -1.4
  CRFR2-BP antag: 3
  GalR3 antagonist: -5
  MEKK2 WT-MEK5: 108

Other structures.
SMILES	HCV NS3 hel inh	UBC9 SUMO inh	MEKK3 PB1 HTS	MEKK2mut PB1 HTS	DNA FID counter	CRFR2-BP ag	CRFR2-BP antag	GalR3 antagonist	MEKK2 WT-MEK5
O=C(CSc1ncccc1C(=O)O)c1ccccc1F	-8	4	70	-14	2	-0.6	-3	-3	85
COc1ccccc1OCC(=O)N/N=C/C=C/c1ccc([N+](=O)[O-])o1	46*	31	103	-1	-23	3.9	-6	6	100
O=C1NC2(CCCCC2)C(=O)N1Cc1cc(=O)n2ccsc2n1	1	21	103	-2	-4	0.1	29	-6	96
Cc1ccc(C)c(-n2c(CNC(=O)c3ccco3)nnc2SCC(=O)Nc2nccs2)c1	2	-32	·	·	-7	-0.2	3	-3	·
Cc1cc(C(=O)CN2C(=O)NC3(CCCCC3)C2=O)c(C)n1Cc1ccco1	-7	16	93	-2	-23	-0.5	-33	-1	93
O=C(Nc1nnc(Cc2ccccc2)s1)c1ccccc1	2	17	107	14	-8	3.0	-13	-10	104
N#CC1=C(N)NC(SCc2ccccc2)=C(C#N)C12CCCC2	7	11	94	-3	-12	-1.6	-10	-4	91
Cc1ccc(-c2csc(NC(=O)c3cccc([N+](=O)[O-])c3)n2)cc1	-3	8	·	·	2	-0.3	0	-3	·
O=C(O)C#Cc1cccc2ccccc12	29	4	97	3	-3	0.9	7	7	101
O=C(CN1CCN(c2ccccn2)CC1)Nc1ccc(Cl)c(C(F)(F)F)c1	-9	26	97	1	-1	0.2	2	-4	98
O=C(c1ccccc1NS(=O)(=O)c1cccc([N+](=O)[O-])c1)N1CCOCC1	0	-3	99	4	-3	-0.9	-6	-5	105
O=S(=O)(NC1CCN(Cc2ccccc2)CC1)c1ccc(Cl)cc1	16	-1	104	6	6	1.6	2	-8	104
CC1C=CCC2C(=O)N(c3ccccc3OC(=O)c3ccco3)C(=O)C12 (centres undefined)	0	8	91	-9	7	-1.9	7	-6	81
COc1ccc(CN(C)c2ncnc(N)n2)cc1	5	1	95	3	-5	-1.7	9	0	102
O=S(=O)(N1CCCCCC1)N1CCN(S(=O)(=O)N2CCOCC2)CC1	0	3	97	-2	-7	0.0	-6	1	100
CC(C)(C)S(=O)(=O)c1ccsc1C(=O)O	-2	3	103	1	1	0.5	9	-4	107
CC1CCc2c(sc3nc(CN4CCN(S(=O)(=O)c5ccccc5[N+](=O)[O-])CC4)[nH]c(=O)c23)C1 (centres undefined)	16	-13	101	7	-2	0.9	-9	-8	109
Cc1nnc(NC(=O)CSc2nccn2Cc2ccccc2)s1	-1	5	101	1	-13	-1.0	-12	-2	105
COc1ccc(C(=O)NCCNc2ccc([N+](=O)[O-])cn2)cc1	7	11	103	6	-7	-4.5	4	-11	105
COc1ccc(S(=O)(=O)N2CC(O)C[C@H]2C(=O)OCC(=O)N2CCCCCC2)cc1 (some centres undefined)	16	-7	107	6	-16	1.0	-21	-4	95
Cc1ccccc1NC(=O)CCC(=O)OCC(=O)c1cccc([N+](=O)[O-])c1	-1	8	98	-5	-1	-1.3	-11	-4	97
CCOC(=O)/C(C#N)=C/c1ccc(N2CCCCC2)cc1	-1	7	99	1	2	70*	-115	-5	85
COc1ccccc1CNS(=O)(=O)c1cc(-c2cc(C)no2)ccc1C(C)C	-5	-7	105	-7	-26	5.7	5	-3	102
Cc1cccnc1NC(=O)C1CCN(S(=O)(=O)c2c(C)noc2/C=C/c2ccco2)CC1	21	36	102	-2	-20	-3.4	-12	0	97
CS(=O)(=O)c1ccc(Cl)c(NC(=O)COC(=O)CNC(=O)c2ccccc2)c1	-3	15	101	2	-1	1.0	-9	-5	99
NS(=O)(=O)c1ccc(CNC(=O)c2cc(-c3cccnc3)nc3ccc(Cl)cc23)cc1	4	-1	105	8	-14	1.8	-21	1	106
O=C(NNC(=O)c1ccccc1F)c1ccc2[nH]c(=O)c(=O)[nH]c2c1	7	16	99	1	-3	0.8	-4	-7	99
N#CCC(=O)Nc1ccc(C(F)(F)F)cc1N1CCOCC1	3	-3	101	-1	-12	-0.7	2	-8	99
COc1ccc(/C=N/Nc2nc(-c3ccc(C)cc3)c(C#N)c(=O)[nH]2)cc1	4	36	104	2	-19	-1.4	10	-4	99
Cc1cc(=O)oc2cc(OCC(=O)N3c4ccccc4CC3C)ccc12 (centres undefined)	-4	14	95	-3	-3	0.0	0	-2	92
